TGFb inhibitor: inhibitors of TGF-b signaling; Potency, µM (highest dose often 46.1 µM), for the others: at the top dose activity, negative = inhibition, hits mostly inhibitors; actives 1.2% (n = 410,000); HepG2 CAGA-GFP TGF-b/SMAD3 reporter, GFP fluorescence, 18 h; TGF-beta stimulated, 500 pg/mL final; further: potency means the concentration at half of the fitted maximal effect; on the % scale 0 is the no-effect control and ±100 the full control effect; nearly all actives have a fitted effect of over 65% in size
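Cell-based qHTS in HEPG2 carrying a CAGA-GFP Smad reporter; compounds added before 500 pg/mL final TGF-beta, 18 h incubation at 37 degrees C, GFP fluorescence quantified per cell by imaging cytometry.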
CCT modulator: changes cytosolic chaperonin activity; purified chaperonin ATPase assay, HTRF ADP detection, 30 min; activity change, % (concentration not given with the values), hits read low; actives 0.3% (n = 360,000); AID 651819; in the data active means activity change below about -30%; further: on the % scale 0 is the no-effect control and ±100 the full control effect
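We incubate TRiC, 40 or 20 nM final, with library compounds at 76 uM and 10 uM ATP for 30 min at 37 °C. ADP formed is detected with Transcreener HTRF reagents after 30 min at room temperature.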
Mm-Cpn inhibitor: inhibitors of Methanococcus maripaludis chaperonin (MmCpn); purified Mm-Cpn ATPase, ADP Transcreener TR-FRET; Potency, µM (top dose mostly 76.9 µM), for inactives: top-dose activity, negative = inhibition, hits mostly inhibitors; actives 0.031% (n = 330,000); further: potency means the concentration at half of the fitted maximal effect; on the % scale 0 is the no-effect control and ±100 the full control effect; nearly all actives have a fitted effect of over 80% in size
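TR-FRET (320 nm excitation; 590 and 665 nm emission) reports ADP made from 10 uM ATP by 25 nM enzyme; compounds were preincubated 10 min, reaction run 30 min, both at 37°C.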
Akt phos inh: inhibitors of Akt phosphorylation | activity change, % for hits at 50 µM | actives 0.32% (n = 360,000) | Neuro2A IGF-stimulated pAkt S473 HTRF, 20 min; active compounds read low; in the data active means activity change below about -80%; inconclusive means mostly about -51% to -80%; further: on the % scale 0 is the no-effect control and ±100 the full control effect
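Neuro2A cells (4,500/well, DMEM with 0.5% FBS) were treated with compound at a single 50 µM final concentration, stimulated with 6 nM IGF for 20 min at 37 °C, and lysed. Phospho-Akt Ser473 was read by HTRF as 665/615 ratio ×10^4.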
HepG2 viability: HepG2 cytotoxicity, counter-screen for TGF-b inhibitors; HepG2 CAGA-GFP viability, ATP luminescence, 18 h; Potency, µM (titrated, usually from 46.1 µM), for the others: top-dose activity change, negative = cytotoxicity, hits mostly cytotoxic; actives 0.76% (n = 410,000); AID 588856; further: potency means the concentration at half of the fitted maximal effect; some results filed as inactive show a strong effect at the top dose
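CellTiter-Glo luminescence gave cytotoxicity after 18 hours at 37 degrees C. The cells were HepG2 CAGA-GFP in 1% FBS DMEM, stimulated with 500 pg/mL TGF-beta after compound addition. %Activity was normalised to no-cell wells (complete cell-killing) and DMSO (no toxicity), and curves were fitted and classified.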
A549 tox: A549 cytotoxicity, counter-screen for Nrf2 inhibitors; actives 0.16% (n = 390,000); Potency, µM (titrated, usually from 46 µM), inactives show at the highest dose activity change, negative = cytotoxicity, hits mostly inhibitors; A549 ARE-Fluc cells, CellTiter-Fluor viability, 18-24 h; further: potency means the concentration at half of the fitted maximal effect; on the % scale 0 is the no-effect control and ±100 the full control effect
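Cytotoxicity counterscreen: CellTiter-Fluor fluorescence was measured in A549 ARE_Fluc cells after 18-24 h of compound exposure in a concentration series. The subsequent BugLite luminescent read reports ARE-luciferase activity.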
Abeta rescue: restores growth of yeast expressing A-beta42 peptide. yeast expressing A-beta42, growth rescue, OD600, 48 h; response scale: 0% DMSO, 100% iron-clioquinol control. Potency, µM (titrated, usually from 46.1 µM), for the others: at the top dose growth rescue, usual class: activators. actives 0.063% (n = 410,000); further: potency means the concentration at half of the fitted maximal effect; nearly all actives have a fitted effect of over 55% in size
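Yeast growth medium received pinned compounds, then yeast cells expressing toxic A-beta were added; plates incubated at 30 C for 48 hr. Growth read as absorbance at 600 nm, normalized to DMSO and equimolar FeCl3 plus clioquinol controls.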
Nrf2 inh: blocks Nrf2 signaling | AID 504444 | Potency, µM (titrated, usually from 46 µM), for inactives: top-dose activity change, negative = inhibition, actives largely listed as inhibitors | A549 ARE-Fluc reporter, luciferase luminescence, 18-24 h | actives 2.1% (n = 360,000); further: potency means the concentration at half of the fitted maximal effect; on the % scale 0 is the no-effect control and ±100 the full control effect; nearly all actives have a fitted effect of over 60% in size
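Quantitative HTS in A549 cells stably bearing an antioxidant response element-firefly luciferase construct. Inhibition of Nrf2-driven transcription was scored by luminescence after 18-24 h of compound exposure at 37 °C.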
Nrf2 ARE act: activates Nrf2 signaling. AREc32 ARE-luciferase reporter (MCF7-derived line), luminescence, 24 h. Potency, µM (titrated, usually from 46.1 µM), inactives show top-dose activation, actives largely listed as activators. AID 624171. actives 0.31% (n = 410,000); further: potency means the concentration at half of the fitted maximal effect; % of control where 0% means no effect; nearly all actives have a fitted effect of over 65% in size
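Steps: seed AREc32_Fluc cells (1000/well, 5% FBS OPTI-MEM); incubate overnight at 37 deg C; add 23 nL compound; incubate 24 hr; add Steady-Glo; hold 30 min RT; read luminescence.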
* hit, by the source's call; i = inactive; ? = inconclusive; nt = no result given; & = joins results of further samples; [ ] = dose if it differs, or a comment. Unless noted, the call rests on the fitted dose curve; in most records, active means well fitted curve in the direction sought with a large enough effect; inconclusive means small, poorly fitted or top-dose-only effect, or another doubt; inactive means no such curve, though single readings can be large; an effect the other way counts as inactive or inconclusive. No enrichment for hits; 4.3% or so of the library scored in one or more.

SMILES	TGFb inhibitor	CCT modulator	Mm-Cpn inhibitor	Akt phos inh	HepG2 viability	A549 tox	Abeta rescue	Nrf2 inh	Nrf2 ARE act
CCc1nc2ccc(C(=O)Nc3cccc(OCC(=O)N(C)C)c3)cn2c1N(C)C(=O)c1cccc(OC)c1	-3%	0.6	nt	i	-4%	nt	-14%	nt	-1.0%
COc1ccc(C2c3[nH]c4ccccc4c3C[C@H]3C(=O)N(CCCO)CC(=O)N23)c(OC)c1 (stereo not given in full)	-3%	-18	0%	i	-7%	-14%	4%	-5%	7.6%
CCOC(=O)CC(=O)CSc1ncc(C(=O)OCC)c(N)n1	-39%	1.8	-4%	i	-29%	1%	3%	nt	-0.7%
CC(OC(=O)Cc1ccc(Cl)cc1)C(=O)NC1CCCCC1C (stereo not given)	-14%	-0.6	1%	i	-4%	-1%	14%	-21%	-1.4%
Cc1ccc(N2C(=O)[C@@H]3[C@H](C2=O)C2c4ccccc4C=CN2[C@@H]3C(=O)c2ccco2)cc1 (stereo not given in full)	-3%	1.8	0%	i	-22%	4%	-16%	0%	12%
Nc1nc(-c2ccccc2)c(CC(=O)O)s1	0%	1.6	nt	i	-5%	nt	5%	nt	0.2%
Cc1ccc2nc(SC(C)C(=O)N3CCCCC3)[nH]c2c1 (stereo not given)	-7%	0.4	-1%	i	-13%	22%	6%	2%	3.8%
Cc1nn(C)c(C)c1S(=O)(=O)N(CC(=O)NCCCN1CC(C)CC(C)C1)c1ccc(C(C)C)cc1 (stereo not given)	0%	-3.2	0%	i	-15%	-15%	2%	7%	-0.8%
Brc1ccc2[nH]c3c(c2c1)CCC3	3%	-0.8	0%	i	1%	0%	22%	?	-0.7%
CCN1CCN(c2ccc(NC(=O)c3cc4ccccc4cc3OC)cc2C)CC1	?	-6.1	2%	i	-117%	-18%	-11%	?	2.3%
Cc1ccc(C)c(CN2C(=O)CSc3ccc(C(=O)NCc4ccccc4)cc32)c1	-1%	nt	nt	nt	-27%	-6%	-12%	nt	-1.4%
Cc1cc(C)n2nc(C(=O)NNC(=O)c3ccc(Cl)cc3)nc2n1	-9%	-2.1	-1%	i	5%	7%	-3%	13%	6.9%
CC(C)CC(=O)Nc1ccc(Oc2ccc(NC(=O)CC(C)C)cc2)cc1	-1%	2.2	4%	i	-21%	-3%	13%	-18%	-0.4%
O=C(NNc1ccccc1F)c1ccccc1	-5%	0.1	-2%	i	-19%	0%	20%	-4%	2.4%
Cc1ccc(Cl)cc1NC(=O)C1CCN(S(=O)(=O)c2cccc3nonc23)CC1	-11%	nt	nt	nt	-8%	0%	-3%	-17%	0.4%
COc1cc(/C=C2\SC(=Nc3c(C)n(C)n(-c4ccccc4)c3=O)NC2=O)ccc1O	14%	2.4	-1%	i	13%	-3%	7%	2%	4.9%
Cc1ccnc(NC(=O)c2ccc(Cl)s2)c1	-18%	-1.1	0%	i	-44%	-7%	nt	2%	?
O=C(N/N=C/c1ccc(Cl)cc1)Nc1ccccc1	-3%	0.2	-1%	i	-30%	0%	-5%	-11%	2.8%
COc1ccc(C(=O)N/N=C/c2sc(N3CCOCC3)nc2-c2ccccc2)cc1OC	2%	-12	2%	i	-15%	5%	12%	-18%	3.3%
COC(=O)C1=C(C)N(C)C(C)=C(C(=O)OC)C1c1ccc(Cl)cc1	?	1.4	0%	i	-1%	-5%	-7%	8%	0.4%
O=C(/C=C/c1cccs1)Nc1ccc(N2CCOCC2)c(S(=O)(=O)Nc2cc(Cl)ccc2Cl)c1	6%	-2.6	-4%	i	-3%	-3%	-4%	-24%	7.6%
COc1ccccc1N1CCN(C(=O)c2ccc(Br)s2)CC1	-29%	-2.3	0%	i	0%	2%	-13%	-10%	-0.2%
Cc1cccc(CN2CCN(CC(=O)NCCCN3CCN(c4ccc(F)cc4)CC3)C2=O)c1	0%	-2.9	1%	i	-30%	-4%	2%	0%	-0.1%
O=C1CN(C(=O)c2ccccc2F)C(c2ccc(F)cc2)c2cc(F)ccc2N1 (stereo not given)	8%	-3.2	0%	i	0%	2%	7%	-17%	0.1%
CC(C)(C)C1CCC(=NNC(=O)c2ccco2)CC1 (stereo not given)	9%	-4.4	-1%	i	8%	-3%	12%	?	4.5%
S=c1nc(-c2ccccc2)n(-c2ccccc2)[nH]1	-6%	-7.4	-22%	i	5%	2%	-7%	1%	-0.4%
CCCCCCCCN1C(=O)[C@H](CC(=O)N2CCCCC2)C[C@@]2(C(=O)OCC)CCCC=C12	nt	-1.1	nt	i	nt	nt	4%	nt	-1.1%
CC(C)(C)c1cc[n+](CC(=O)Nc2cc(C(F)(F)F)ccc2N2CCOCC2)cc1	19%	-1.7	2%	i	4%	1%	1%	8%	-0.1%
COC(=O)c1ccc(C2NC(=O)NC(C)=C2C(=O)N(C)C)cc1 (stereo not given)	11%	1.0	1%	i	1%	-4%	-16%	7%	-0.6%
CCN(C(=O)COC(=O)c1ccc(=O)n(Cc2ccccc2)n1)C1CCS(=O)(=O)C1 (stereo not given)	2%	3.1	-2%	i	-2%	-2%	4%	12%	0.1%
Cc1ccc(S(=O)(=O)N2CCCC2CNC(=O)C(=O)Nc2ccc(F)cc2F)cc1 (stereo not given)	9%	-0.3	0%	i	0%	-8%	-20%	-6%	2.6%
Oc1ccc(C[C@H]2CNCCN2CC2CCCCC2)cc1	-4%	-0.5	-4%	i	-19%	-2%	2%	11%	0.3%
Cc1cc(Nc2ccc(C)c(C)c2)n2ncnc2n1	-9%	-0.3	nt	i	-28%	nt	-3%	nt	12%
N#Cc1ccccc1NC(=O)c1ccc2c(c1)OCO2	10%	0.0	-5%	i	-2%	-5%	6%	?	3.4%
C[C@@]12C(=O)Nc3ccc(Cl)cc3C(=O)N1[C@H]1c3ccccc3OC[C@@H]1[C@@H]2c1ccccc1	-17%	-1.8	-18%	i	-6%	-2%	-39%[inhibitor]	16%	0.4%
Cc1nnc(NC(=O)CN2CCN(Cc3ccccc3)CC2)s1	15%	-0.4	1%	i	0%	-1%	-3%	3%	-0.7%
CC1(C)CC(=O)c2sc(NC(=O)C(C)(C)C)nc2C1	-7%	-0.8	-4%	i	1%	-2%	-5%	?	0.1%
COCCN1CCc2[nH]c(=S)[nH]c(=O)c2C1	-4%	0.0	0%	i	9%	3%	-12%	6%	-0.3%
Cc1c(NC(=O)/C(=C\c2ccccc2)NC(=O)c2ccccc2)c(=O)n(-c2ccccc2)n1C	-6%	1.9	-4%	i	-10%	8%	6%	24%	-0.6%
O=C(CSCC(=O)OCn1nnc2ccccc2c1=O)Nc1ccc(Cl)cc1	3%	0.2	-5%	i	21%	4%	-8%	5%	8.3%
Cc1ccc(C(C2=C(O)CC(C)(C)CC2=O)C2C(=O)CC(C)(C)CC2=O)s1 (stereo not given)	-10%	-0.3	-2%	i	-3%	-13%	-33%[inhibitor]	-10%	0.0%
COc1cccc2c(SCC(=O)N/N=C/c3ccc(O)cc3O)cc(C)nc12	-11%	-1.5	2%	i	-10%	3%	-36%[inhibitor]	-25%	0.2%
CSCC(=O)Nc1ccc(F)c(Cl)c1	-29%	-5.3	-1%	i	7%	1%	-5%	4%	0.1%
CCOC(=O)c1c(NC(=O)CN2C(=O)NC(C)(c3ccc(Cl)cc3)C2=O)sc(C(=O)NC)c1C (stereo not given)	-12%	-0.8	-1%	i	18%	-13%	1%	?	0.5%
Cc1sc2ncnc(N3CCC(C(=O)NNC(=O)COc4cccc(C(F)(F)F)c4)CC3)c2c1C	?	-0.5	-4%	i	-31%	3%	13%	?	2.2%
Cc1cccc(C(=O)Oc2ccccc2-c2nnco2)c1	-10%	-0.4	nt	i	-1%	4%	-15%	?	0.0%
CC(C)(C)c1cccc(C2(O)C(=O)c3ccccc3C2=O)c1O	-10%	2.5	-1%	i	-15%	-1%	17%	-15%	-0.2%
OC1(c2ccccc2)CNCCc2ccccc21 (stereo not given)	-4%	-3.7	-3%	i	-4%	-2%	-1%	32%	0.3%
COc1cccc(NC(=O)C2CCCN(S(=O)(=O)c3cccc4nonc34)C2)c1 (stereo not given)	-6%&0%	-0.3	0%	i	-18%&-12%	4%&1%	10%&-9%	1%&26%	0.0%&0.7%
CC(=O)N1C[C@H]2CON(C)[C@H]2C[C@H]1c1ccc(-c2ccc(C#N)cc2)cc1	6%	-1.0	nt	i	-5%	nt	4%	nt	2.8%
CC(=O)Nc1ccc(NC(=O)C(C)Sc2nc3nc(C)cc(C)n3n2)cc1 (stereo not given)	8%	-1.0	0%	i	19%	-7%	1%	-2%	-0.6%
O=S(=O)(C/C(=C/CO)S(=O)(=O)c1ccccc1)c1ccccc1	?	-2.9	-5%	i	16µM*	16µM*	0%	?	?

Part of the list above, set out differently.
Sequence of screens – TGFb inhibitor	CCT modulator	Mm-Cpn inhibitor	Akt phos inh	HepG2 viability	A549 tox	Abeta rescue	Nrf2 inh	Nrf2 ARE act
CC(=O)N1C[C@H]2CON(C)[C@H]2C[C@H]1c1ccc(-c2ccc(C#N)cc2)cc1
    6%	-1.0	nt	i	-5%	nt	4%	nt	2.8%
CC(=O)Nc1ccc(NC(=O)C(C)Sc2nc3nc(C)cc(C)n3n2)cc1 (stereo not given)
    8%	-1.0	0%	i	19%	-7%	1%	-2%	-0.6%
O=S(=O)(C/C(=C/CO)S(=O)(=O)c1ccccc1)c1ccccc1
    ?	-2.9	-5%	i	16µM*	16µM*	0%	?	?

Compound activity deposited in PubChem by National Center for Advancing Translational Sciences (NCATS).
